PTHR1 ag: agonists of human PTHR1 parathyroid hormone receptor; Q03431; HEK293 GP2 PTHR1 cells, GloSensor cAMP luminescence, 1 h; Potency, µM (series often up to 115 µM), for the others: top-dose activation, most hits filed as activators; 0.075% of 410,000 active; AID 743266; note: potency is the fitted concentration of half-maximal effect; nearly all actives have a fitted effect of over 55% in size; some results filed as inactive show a strong effect at the top dose; inactives centre near -15; many of its hits are not listed in these tables
Target sequence (Q03431 whole entry, looked up): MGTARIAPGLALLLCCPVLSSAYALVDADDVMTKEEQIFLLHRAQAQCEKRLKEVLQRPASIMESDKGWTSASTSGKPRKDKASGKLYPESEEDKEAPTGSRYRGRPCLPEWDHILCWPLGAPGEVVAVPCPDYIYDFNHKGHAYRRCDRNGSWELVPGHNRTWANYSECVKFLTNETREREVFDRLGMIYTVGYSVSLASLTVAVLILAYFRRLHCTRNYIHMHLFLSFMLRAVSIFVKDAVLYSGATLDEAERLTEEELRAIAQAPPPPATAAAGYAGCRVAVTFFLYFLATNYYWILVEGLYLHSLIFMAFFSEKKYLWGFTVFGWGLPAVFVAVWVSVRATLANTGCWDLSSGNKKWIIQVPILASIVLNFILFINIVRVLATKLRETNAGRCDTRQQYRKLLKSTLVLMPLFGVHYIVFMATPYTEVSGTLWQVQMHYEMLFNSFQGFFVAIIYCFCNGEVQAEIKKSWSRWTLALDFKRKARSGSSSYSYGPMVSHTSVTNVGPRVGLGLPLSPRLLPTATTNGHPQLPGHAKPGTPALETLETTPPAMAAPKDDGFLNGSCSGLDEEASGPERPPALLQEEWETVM
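HEK-293-derived GP2 cells expressing PTHR1 and a GloSensor cAMP reporter, 3,000/well, plated overnight, given luciferin plus IBMX (each 0.5 mM as added) for 1 h at 37 °C, then compound for 1 h at 37 °C. Luminescence was read after 15 min at room temperature.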
Akt phos inh: Akt phosphorylation inhibition; Neuro2A IGF-stimulated pAkt S473 HTRF, 20 min; active compounds read low; activity change, % for hits at 50 µM; 0.32% of 360,000 active; AID 651550; in the data active = activity change below about -80%; inconclusive = mostly about -51% to -80%; note: % is set by controls: 0 for no effect and ±100 for the full control effect
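Neuro2A cells (4,500/well, DMEM with 0.5% FBS) were treated with compound at a single 50 µM final concentration, stimulated with 6 nM IGF for 20 min at 37 °C, and lysed. Phospho-Akt Ser473 was read by HTRF as 665/615 ratio ×10^4.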
Mm-Cpn inhibitor: blocks the Methanococcus maripaludis chaperonin Mm-Cpn; purified Mm-Cpn ATPase, ADP Transcreener TR-FRET; Potency, µM (top dose mostly 76.9 µM), for the others: at the highest dose activity, negative = inhibition, hits mostly inhibitors; 0.031% of 330,000 active; note: potency is the fitted concentration of half-maximal effect; % is set by controls: 0 for no effect and ±100 for the full control effect; nearly all actives have a fitted effect of over 80% in size
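Eu-cryptate anti-ADP/ADP-d2 competition gives a ratio inversely related to ADP. Enzyme at 25 nM was pre-exposed to compound for 10 min, then given 10 uM ATP for 30 min, 37°C throughout.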
GLP1R inv ag: inverse agonists of human GLP-1 receptor; P43220; HEK293 GLP-1R CRE-luciferase, luminescence, 24 h; GLP-1R form is constitutively active; Potency, µM (doses to about 38.3 µM), for the others: top-dose activity change, negative = inhibition, usual class: inhibitors; 1.6% of 410,000 active; AID 624417; note: potency is the fitted concentration of half-maximal effect; % is set by controls: 0 for no effect and ±100 for the full control effect; nearly all actives have a fitted effect of over 55% in size
Target sequence (P43220 whole entry, looked up): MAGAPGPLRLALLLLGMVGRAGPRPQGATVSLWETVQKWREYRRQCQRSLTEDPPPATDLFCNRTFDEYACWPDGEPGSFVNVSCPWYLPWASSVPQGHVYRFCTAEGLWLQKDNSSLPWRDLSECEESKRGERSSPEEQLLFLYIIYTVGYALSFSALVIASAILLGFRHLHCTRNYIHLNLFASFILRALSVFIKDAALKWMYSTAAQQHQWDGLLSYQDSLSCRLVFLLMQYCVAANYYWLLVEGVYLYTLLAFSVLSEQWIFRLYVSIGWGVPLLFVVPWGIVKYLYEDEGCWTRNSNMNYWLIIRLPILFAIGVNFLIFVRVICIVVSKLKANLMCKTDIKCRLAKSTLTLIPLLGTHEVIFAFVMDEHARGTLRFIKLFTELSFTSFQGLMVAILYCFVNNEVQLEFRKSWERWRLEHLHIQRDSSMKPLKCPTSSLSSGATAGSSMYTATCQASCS
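Cells are plated, allowed 12 hours at 37 deg C, then treated with compounds for 24 hr before luciferase detection reagent is added and luminescence is read after 12 min at room temperature. The HEK293 line carries constitutively active GLP-1R with a cAMP-responsive reporter.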
GLP1R cytotox: cytotoxicity counter-screen for GLP-1 receptor inverse agonists; HEK293 cAMP-luciferase reporter cells, luminescence, 24 h; Potency, µM (top dose mostly 38.3 µM), without a hit: at the top dose activity change, negative = inhibition, most hits filed as inhibitors; 0.13% of 410,000 active; AID 624418;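 note: loss of luciferase light is scored as toxicity; potency is the fitted concentration of half-maximal effect; % is set by controls: 0 for no effect and ±100 for the full control effect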
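Step one: seed cells (200 cells/uL, DMEM with 10% Nu serum, 1% pen-strep). Step two: 12-hour incubation at 37 deg C. Step three: pin 23 nL compound, incubate 24 hr. Step four: add luciferase reagent, read luminescence 12 min later.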
Abeta rescue: A-beta toxicity reversal in yeast. yeast expressing A-beta42, growth rescue, OD600, 48 h; response scale: 0% DMSO, 100% iron-clioquinol control. Potency, µM (doses to about 46.1 µM), for the others: at the top dose growth rescue, most hits filed as activators. 0.063% of 410,000 active; note: potency is the fitted concentration of half-maximal effect; nearly all actives have a fitted effect of over 55% in size
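Growth rescue measured by 600 nm absorbance after 48 h yeast culture at 30 C with compound. Values normalized between DMSO and an equimolar ferric chloride plus clioquinol control.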
FUS yeast rescue: rescues growth of FUS-expressing yeast; Potency, µM (highest dose often 76.6 µM), inactives show at the highest dose growth rescue (activation), hits mostly activators; S. cerevisiae FUS-expressing, growth rescue, OD600, 24 h; 0.24% of 390,000 active;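 note: potency is the fitted concentration of half-maximal effect; plate controls were DMSO vehicle for no effect and reference control for full effect; nearly all actives have a fitted effect of over 55% in size; some results filed as inactive show a strong effect at the top dose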
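Steps: raffinose overnight preculture; dilution to OD 0.005 in 2% galactose minimal medium; compound addition (concentration series); 24hr at 30C, 99% humidity; absorbance read at 600 nm.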
TDP-43 yeast inh: TDP-43 toxicity inhibition in yeast; Potency, µM (doses to about 46.1 µM), for inactives: at the highest dose growth rescue (activation), actives largely listed as activators; TDP-43 expressing yeast growth rescue, BacTiter-Glo, 24 h; 1.8% of 410,000 active; AID 652104; note: potency is the fitted concentration of half-maximal effect; % of control where 0% means no effect; nearly all actives have a fitted effect of over 50% in size
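Readout is BacTiter-Glo luminescence of cell growth, so inhibitors register as activators. TDP-43-expressing yeast at OD600=0.02 in galactose medium, after raffinose pregrowth to mid-log, were incubated with compound for 24 hr at 30 deg C.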
aSyn yeast inh: alpha-synuclein toxicity inhibition in yeast | AID 652106 | Yeast expressing alpha-synuclein, growth rescue, BacTiter-Glo, 24 h | Potency, µM (series often up to 46.1 µM), without a hit: at the top dose growth rescue (activation), most hits filed as activators | 0.14% of 370,000 active; note: potency is the fitted concentration of half-maximal effect; % of control where 0% means no effect; nearly all actives have a fitted effect of over 65% in size
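Screening used galactose-induced yeast with toxic alpha-synuclein levels, exposed to compound for 24 hr at 30 deg C. Cell growth, read with BacTiter-Glo luminescence, gave the measured signal.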
Active calls of the source: *; i = inactive; ? = inconclusive; nt = no result given; & = joins results of further samples; [ ] = remark or other dose. Unless noted, calls come from the whole dose curve; as a rule, active = well fitted curve in the direction sought with a large enough effect; inconclusive = small, poorly fitted or top-dose-only effect, or another doubt; inactive = no such curve, though single readings can be large; an effect the other way counts as inactive or inconclusive. This is a subset; the hit share may differ from the screen's.

SMILES	PTHR1 ag	Akt phos inh	Mm-Cpn inhibitor	GLP1R inv ag	GLP1R cytotox	Abeta rescue	FUS yeast rescue	TDP-43 yeast inh	aSyn yeast inh
O=C(CSc1ncnc2scc(-c3ccccc3)c12)N1CCN(c2ccccc2F)CC1	-15%	i	-8%	?	-13%	-11%	nt	0%	3%
O=C(COC(=O)c1ccccc1)Nc1cccc(S(=O)(=O)N2CCOCC2)c1	i	i	0%	3%	-4%	-5%	14%	nt	-1%
CCOc1ccc(N2CC(C(=O)NCc3nnnn3-c3ccc(C)c(C)c3)CC2=O)cc1 (stereo unspecified)	i	i	-9%	4%&2%	9%&9%	-4%&1%	27%&32%	-7%&20%	5%
Cc1nn(Cc2ccccc2)c(C)c1NC(=O)CSc1nnc(-c2cc(Cl)ccc2O)n1C	i	i	1%	-2%	-33%	6%	32%	-9%	0%
Cn1cnc(S(=O)(=O)N2CCN(c3ccc(F)cc3)CC2)c1	i	i	0%	19%	20%	2%	2%	4%	-4%
CCn1c(CNC(=O)c2ccco2)nnc1SCC(=O)Nc1cccc(F)c1	i	i	1%	5%	1%	9%	7%	6%	-4%
O=C(c1cc(-c2ccc(Cl)cc2)n[nH]1)N1CCc2ccccc2C1	-13%	i	2%	9%	-29%	-4%	-19%	-16%	0%
CN(C)/C=C/C(=O)c1ccc(Cl)cc1	-18%[57.5 µM]	i	-4%	2%	3%	-94%[inhibitor]	21%	-92%[inhibitor]	-67%[inhibitor]
Nc1ccc(Oc2ccc3c(c2)C(=O)N(CC2CCCO2)C3=O)cc1 (stereo unspecified)	-32%[inhibitor]	i	1%	-15%	-2%	4%	17%	-6%[1.82 µM]	11%
Cc1cc(C)nc(Sc2ccc(/C=C(\C#N)C(=O)Nc3ccccc3)o2)n1	i	i	-1%	11%	-3%	13%	29%	-17%	13%
CC12COC3(C(=O)Nc4ccc(Cl)cc4)CC1CCC32C (stereo unspecified)	i	i	0%	?	-7%	-31%	2%	1%	-11%
CCC(Cc1ccccc1)NC(=O)C1CCN(c2nn3c(=O)cc(C)nc3s2)CC1 (stereo unspecified)	28%	nt	-2%	7%	5%	-9%	6%	1%	-3%
Cc1ccc(C)c(OCCCCCn2ccnc2)c1	-15%[57.5 µM]	i	2%	?	-2%	5%	-1%	-7%	-1%
CCOC(=O)C(C(=O)NCc1ccc(F)cc1)c1ncc(C(F)(F)F)cc1Cl (stereo unspecified)	-6%	i	1%	-42%	10%	-14%	-5%	5%	-4%
COc1ccc(-c2nc(CN3CCN(C(=O)c4ccco4)CC3)c(C)o2)c(OC)c1C	-12%	i	-2%	-28%	-15%	-16%	nt	9%	-6%
Cc1ccc(-c2cc(C(=O)NCc3cnn(C)c3C)c3cc(Br)ccc3n2)cc1	-17%&-17%	i	-19%	5%&2%	-7%&-6%	-9%&-15%	22%&30%	23%&7%	-17%
O=C(NCc1cccc(C(F)(F)F)c1)c1csc(COCCO)n1	i	i	nt	0%	-9%	26%	-19%	14%	-11%
Cn1c(=O)[nH]c(=O)c2c1nc(CN1CCN(c3cccc(Cl)c3)CC1)n2CCCc1ccccc1	i	i	2%	6%	-23%	0%	6%	5%	-2%
Nc1[nH]ncc1S(=O)(=O)c1ccccc1	-8%	i	0%	2%	-6%	4%	-10%	-15%	1%
COc1ccc(-c2nnc(NC(=O)c3ccccc3C)o2)cc1	-11%	i	1%	10µM*	?	-5%	1%	?	?
O=C(CCNC(=O)c1ccccc1Cl)Nc1nc(-c2ccc(F)cc2)cs1	-40%[inhibitor]	i	1%	-15%	-5%	15%	7%	22%	0%
COc1cc(C2CC(=O)Oc3c2c(=O)n(C)c2ccccc32)ccc1O (stereo unspecified)	-12%&0%	i	0%	2%&4%	-21%&2%	-5%&-8%	19%&15%	-8%&8%	-4%
CCN1CCN(Cc2ccc(NC(=O)c3ccc(C)c(NC(=O)c4ccc5n[nH]nc5c4)c3)cc2C(F)(F)F)CC1	i	i	-3%	19%	18%	5%	-13%	-3%	-1%
COc1ccc(S(=O)(=O)N(C)CC(=O)Nc2ccc(C)cc2)cc1OC	i	i	-1%	-6%	14%	10%	-27%	14%	-1%
CC(Oc1ccc(F)cc1)C(=O)Oc1ccc(N(C)S(=O)(=O)c2ccccc2)cc1 (stereo unspecified)	-21%	i	-3%	0%	-7%	25%	1%	9%	0%
COc1cccc(OC)c1C(=O)Nn1c(C2CCC2)nc2ccccc2c1=O	-40%[inhibitor][57.5 µM]	i	0%	-2%	8%	17%	12%	-4%	5%
CSCc1c(C(=O)N2CCCc3ccccc32)oc2ccccc12	-1%	i	-2%	8.9µM*	-1%	-3%	nt	13%	-1%
Cc1ccccc1NC(=O)c1ccc(CN2CCc3ccccc3C2)cc1	-73%[inhibitor][57.5 µM]	i	-1%	?	-6%	9%	-2%	-3%	2%
Cc1ccc(Cl)c(OCC(O)CN(CCO)CCO)c1 (stereo unspecified)	?	i	-1%	-21%	6%	17%	-2%	-8%	1%
O=C(OCC(=O)N1CCC(c2ccccc2)=N1)c1ccc(Cl)s1	i	i	0%	-18%	-3%	-18%	-20%	16%	-4%
Cc1ccc(S(=O)(=O)CCC(=O)OCC(=O)NCC(=O)Nc2c(C)cc(C)cc2C)cc1	i	i	0%	-17%	11%	-6%	0%	8%	-3%
COCC(=O)N1CCCC(CNS(=O)(=O)c2ccc(OC)cc2)C1 (stereo unspecified)	-58%[inhibitor]	i	2%	-5%	2%	2%	-22%	-9%	-3%
Cc1cccc(Nc2ncnc3ccc(Br)cc23)c1	i	i	1%	?	-1%	-23%	14%	-15%[9.22 µM]	-5%
COc1cccc(-c2cc(=O)c3cc(NC(=O)c4ccccc4)ccc3[nH]2)c1	-17%	i	1%	?	?	3%	-24%	19%	1%
CCC(=O)N1CCC2(CC1)Oc1ccc(F)cc1C(=O)C21CC(c2ccc(Cl)cc2)=NO1 (stereo unspecified)	-50%[inhibitor]	i	-1%	?	-43%	7%	?	24%	4%
CC(=O)Nc1ccc(S(=O)(=O)N(C)CC(=O)OCC(=O)NCc2ccco2)cc1	5%	i	2%	3%	-3%	10%	1%	18%	-7%
CCCCn1c(N)c(N(CC)C(=O)c2ccccc2C)c(=O)[nH]c1=O	i	i	-1%	8%	4%	4%	-3%	-5%	2%
N/C(Cc1ccc(Cl)cc1Cl)=N\OC(=O)c1ccccc1	i	i	1%	-7%	-19%	-81%[inhibitor]	12%	?	-75%[inhibitor]
Cc1ccccc1OC(C)C(=O)Nc1ccc2c(c1)OCO2 (stereo unspecified)	-7%	i	-6%	-25%	12%	-1%	5%	?	3%
COc1ccc(OCCSc2ncc(CO)n2C)cc1	i	i	1%	12%	-13%	0%	-8%	-6%	1%
COc1ccc(C(=O)CCC(=O)NCCc2c[nH]c3ccccc23)cc1	-9%	i	1%	?	-7%	-4%	18%	0%	10%
CCn1ccc2c(OCC(=O)NCc3ccccc3)cccc2c1=O	i	nt	nt	27%	-13%	-2%	6%	0%	nt
CC(NC(=O)COC(=O)Cn1cnc2ccccc2c1=O)C1CC2CCC1C2 (stereo unspecified)	-25%	i	-2%	0%	-2%	-1%	nt	19%	5%
O=C(NCCCn1ccnc1)c1[nH]c(C(F)(F)F)nc1-c1ccccc1	-36%[inhibitor]	i	nt	16%	0%	-1%	-2%	12%	-3%
O=C(CNC(c1ccccc1)c1ccccc1)NCc1ccccc1Cl	-6%	i	-1%	10µM*	3%	7%	?	5%	0%
Cc1ccc(NC(=O)c2cccc(N3C(=O)CCC3=O)c2)nc1	i	i	2%	12%	0%	20%	9%	9%	-1%
CCn1cc(C(=O)NCCc2ccc(OC)cc2)c(=O)c2ccc(C)nc21	i	i	1%	6%	17%	-15%	-5%	-12%	2%
CCOC(=O)c1ccccc1NC(=O)n1ncc2cc(Cl)ccc21	i	nt	nt	10%	-3%	-13%	-13%	12%[9.22 µM]	nt

Part of the list above, reduced to TDP-43 yeast inh and Mm-Cpn inhibitor.
compound	TDP-43 yeast inh	Mm-Cpn inhibitor
COc1ccc(C(=O)CCC(=O)NCCc2c[nH]c3ccccc23)cc1	0%	1%
CCn1ccc2c(OCC(=O)NCc3ccccc3)cccc2c1=O	0%	nt

A portion from the list above, as a working copy:
SMILES	PTHR1 ag	Akt phos inh	Mm-Cpn inhibitor	GLP1R inv ag	GLP1R cytotox	Abeta rescue	FUS yeast rescue	TDP-43 yeast inh	aSyn yeast inh
O=C(NCCCn1ccnc1)c1[nH]c(C(F)(F)F)nc1-c1ccccc1	-36%[inhibitor]	i	nt	16%	0%	-1%	-2%	12%	-3%
O=C(CNC(c1ccccc1)c1ccccc1)NCc1ccccc1Cl	-6%	i	-1%	10µM*	3%	7%	?	5%	0%
Cc1ccc(NC(=O)c2cccc(N3C(=O)CCC3=O)c2)nc1	i	i	2%	12%	0%	20%	9%	9%	-1%
CCn1cc(C(=O)NCCc2ccc(OC)cc2)c(=O)c2ccc(C)nc21	i	i	1%	6%	17%	-15%	-5%	-12%	2%
CCOC(=O)c1ccccc1NC(=O)n1ncc2cc(Cl)ccc21	i	nt	nt	10%	-3%	-13%	-13%	12%[9.22 µM]	nt

Bioassay records deposited in PubChem by National Center for Advancing Translational Sciences (NCATS).
